High-throughput results deposited in PubChem by several laboratories.
SDO1 yeast rescue: growth rescue of sdo1-depleted yeast, primary screen, S. cerevisiae, bone marrow failure model; S. cerevisiae sdo1-depleted JHY4D growth rescue, OD600 30 h; hits give high values; pdr5 snq2 efflux-pump mutant strain; z-score at 10 µM; hit rate 0.21% among 140,000; AID 817, 2007;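 active = z-score above 3 at both the 24 hr and the 30 hr optical density reads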;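 note: z-score against mean and SD of all compound wells on the same plate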
Insulin prom inh: inhibitors of insulin promoter-driven GFP, primary screen, imaging, TRM-6 cells (human fetal islet line), eGFP reporter, cell count. hit rate 0.9% among 130,000. inhibition, % at 2 µM. reporter expression induced with tamoxifen. AID 1273, 2008;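 active = inhibition above the mean plus 3 SD, with well images judged a real hit on visual review, cut at about 60% in these data, passing the limit was not always enough; inconclusive = inhibition over the cutoff but images rejected on review; inactive = inhibition not above the cutoff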
SDO1 yeast rescue Rescue 24 h: also measured in SDO1 yeast rescue; calls as there; z-score; S. cerevisiae sdo1-depleted JHY4D growth rescue, OD600; measured here: growth rescue at 24 h;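 0 is the plate mean of compound wells and units are plate SD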
An asterisk follows results filed as active; ? = inconclusive; nt = not tested or not shown; & = joins results of further samples.

SMILES	SDO1 yeast rescue	SDO1 yeast rescue Rescue 24 h	Insulin prom inh
C=CCn1c(CNc2ccccc2)nnc1SCC(=O)N/N=C/c1ccccc1O	0.58	-0.47	14
COCCN(Cc1cc2cccc(C)c2[nH]c1=O)C(=O)c1ccccc1	0.12	0.19	5
Cc1ccc(S(=O)(=O)Cn2nnnc2C(C(C)C)N2CCN(C(=O)c3ccco3)CC2)cc1 (stereo unspecified)	nt	nt	-10
Cc1ncc(S(=O)(=O)c2ccc(Cl)cc2)c(-c2ccccc2)n1	-0.08	-0.72	-22
O=c1ccnc(NCCc2ccccc2)[nH]1	1	-0.02	28
Cc1cc(C)c(NC(=O)CSc2nnc(-c3ccncc3)n2Cc2ccco2)c(Cl)c1	-0.11	-0.36	3
N#Cc1ccc(NC(=S)Nc2ccccc2)cc1	1.1	-0.61	25
Cc1ccccc1CS(=O)(=O)CCC(=O)NCc1ccccn1	0.05	-0.96	0
Cc1c(OCc2ccccc2)c(=O)ccn1Cc1ccc(Cl)cc1	-2.9	-2.1	-6
Cc1ccccc1NC(=O)NCC1CCCO1 (stereo unspecified)	1.2	0.06	-17
C/C(Cl)=C/CSc1nn2c(=O)c3ccccc3nc2s1	-0.41	-0.38	nt
COC(=O)COc1ccc(S(=O)(=O)Nc2ccc3c(c2)OCO3)cc1Cl	0.61	0.04	-228
COC(=O)CSc1nnc(CNC(=O)c2cc(OC)c(OC)c(OC)c2)n1C	-0.31	-0.52	nt
Cc1cc(C)c(OCC(=O)Nc2ccc(NC(=O)c3ccco3)cc2)c([N+](=O)[O-])c1	-0.04	1.3	64*
O=C(NNC(=S)NC(=O)c1sc2ccccc2c1Cl)c1ccc(Cl)cc1	0.42	-0.6	-53
CCCn1nc(C(=O)OCC(=O)c2c(N)n(C)c(=O)n(C)c2=O)c2ccccc2c1=O	nt	nt	-33
Clc1ccccc1-c1nn2c(-c3ccncc3)nnc2s1	-0.68	-0.17	23
COc1ccc(N=C2SC(CC(=O)Nc3ccc(OC)cc3OC)C(=O)N2C)cc1 (stereo unspecified)	-1.1	-1.2	55
Cn1nc(-c2ccc(N3CCCCC3)c(NC(=O)c3ccco3)c2)c2ccccc2c1=O	-0.31	0.07	-4
CCOC(=O)CSc1nnc(Cc2ccccc2)n1-c1ccc(C)cc1	-0.82	-0.96	20
COc1ccccc1/C=C1\CCCC2=C1Nc1nnnn1C2c1ccccc1OC (stereo unspecified)	-0.86	-0.89	?
Cc1cc(NC(=O)c2cccc(S(=O)(=O)N(C)C)c2)n(-c2ccccn2)n1	-0.79	-0.75	0
Clc1ccc(-c2nnc3ccccn23)cc1	1	0.17	-55
COc1ccc(-n2ncc3c(N4CCc5ccccc54)ncnc32)cc1	-0.71	0.33	-53
Cc1c(NC(=O)c2cccnc2C(=O)O)cccc1C(=O)O	0.69	0.71	30

Rewritten with each value named: part of the list above.
C=CCn1c(CNc2ccccc2)nnc1SCC(=O)N/N=C/c1ccccc1O
  SDO1 yeast rescue: 0.58 | SDO1 yeast rescue Rescue 24 h: -0.47 | Insulin prom inh: 14
O=C(NNC(=S)NC(=O)c1sc2ccccc2c1Cl)c1ccc(Cl)cc1
  SDO1 yeast rescue: 0.42 | SDO1 yeast rescue Rescue 24 h: -0.6 | Insulin prom inh: -53
Cc1ccccc1CS(=O)(=O)CCC(=O)NCc1ccccn1
  SDO1 yeast rescue: 0.05 | SDO1 yeast rescue Rescue 24 h: -0.96 | Insulin prom inh: 0

(next part)
SMILES	SDO1 yeast rescue	SDO1 yeast rescue Rescue 24 h	Insulin prom inh
Cc1nnc(N(Cc2ccco2)C(=O)c2ccno2)s1	0.91	1.2	-3
Cc1cccc(N=C(NO)c2nonc2N)c1	-0.19	-1.7	-7
N#C/C(=C\c1ccccc1C(F)(F)F)C(=O)Nc1ccccc1	-1.5	-0.88	nt
O=C(OCC(=O)N1CCOCC1)C(c1ccccc1)c1ccccc1	-0.69	-0.66	nt
O=C(c1c(Cl)nc2sccn12)N(C(=O)c1c(Cl)nc2sccn12)c1ccc(Cl)cn1	-2.2	-1.3	11
Cc1ccc2c([N+](=O)[O-])cccc2n1	1.6	0.11	-25
Cc1ccc(OCC(O)Cn2c(N3CCOCC3)nc3c2c(=O)[nH]c(=O)n3C)cc1 (stereo unspecified)	-0.66	-1	nt
Cc1ccc(C)c(S(=O)(=O)N2C(=S)NC(=O)C2CC(C)C)c1 (stereo unspecified)	-0.27	0.19	23
CCOC(=O)C1=C(C)N[C@@]2(O)c3ccccc3C(=O)[C@@]12O	0.84	1.3	23
Cc1sc2ncnc(Sc3nnnn3-c3ccc(Cl)cc3)c2c1C	-0.67	-0.16	nt
C/C(=N\NC(=O)c1ccccc1C)c1ccc(N2CCOCC2)cc1	-0.03	0.04	-21
CCc1ccc(/C=N/Nc2nn[nH]n2)cc1	0.59	-0.09	62
NC(=O)C1CCC(NC(=O)OCc2ccccc2)CC1 (stereo unspecified)	1.2	0.39	-3
C=CCNc1nc(NCC)nc(N2CCOCC2)n1	-1	-1.5	60
COc1ccc(S(=O)(=O)N2CCCCCC2)cc1NC(=O)Cc1ccccc1	nt	nt	-21
CNC(=S)Nc1cc(C(=O)N2CCCC2)ccc1N1CCCC1	nt	nt	0
O=C(Nc1nc2c(s1)CCCC2)c1cc2n(n1)C(C(F)(F)F)CC(C1CC1)N2 (stereo unspecified)	-0.58	-0.75	nt
C1COCCNCCOCCOCCOCCN1	0.17	-0.3	nt
CN(CCc1cnn(C)c1)C(=O)CCc1nnc(CCCc2ccccc2)o1	nt	nt	-29
O=C(OCCN(CCOC(=O)c1ccncc1)S(=O)(=O)c1cccs1)c1ccncc1	0.31	-0.57	-20
Cc1nn(-c2ccc(Cl)cc2Cl)c(=O)c2ccccc12	-0.26	-0.14	-36
Nc1cc(OC(=O)c2ccccc2Br)nn1S(=O)(=O)c1ccccc1	1.1	1.5	nt
CC(C)CCNC(=O)CC1C(=O)N(Cc2ccccc2)C(C)c2nc3ccccc3n21 (stereo unspecified)	0.07	-0.2	-127
CN1C(=O)CC(Nc2cccc3cccc(N)c23)C1=O (stereo unspecified)	nt	nt	-27
Clc1cccc(-c2nc(-c3ccccn3)no2)c1	0.18	0.01	0

Limited to SDO1 yeast rescue and SDO1 yeast rescue Rescue 24 h, for two of the compounds above:
structure	SDO1 yeast rescue	SDO1 yeast rescue Rescue 24 h
Cn1nc(-c2ccc(N3CCCCC3)c(NC(=O)c3ccco3)c2)c2ccccc2c1=O	-0.31	0.07
Clc1ccc(-c2nnc3ccccn23)cc1	1	0.17

Next results follow:
SMILES	SDO1 yeast rescue	SDO1 yeast rescue Rescue 24 h	Insulin prom inh
O=C(O)c1ccccc1-c1cn2cc(Cl)ccc2n1	nt	nt	-7
CCN=c1sc(C(=O)OC)cc(=O)n1CC	1.5	0.61	-21
CCOC(=O)/C=c1\s/c(=C\c2ccc3cc(OC)ccc3c2)c(=O)n1CC(=O)NCC1CCCO1 (stereo unspecified)	0.15	0.48	nt
CCOC(=O)N1CCC(=NNS(=O)(=O)c2cccc([N+](=O)[O-])c2)CC1	0.96	1.1	-27
O=C(CN1CCOc2ccccc21)N1CCCC1	-0.29	-0.58	30
Cc1ccc(SCC(=O)NCC(C)C)cc1	-0.74	-1.2	nt
COC(=O)Nc1ccccc1C(=O)N1CCN(c2ccc(C)cc2)CC1	0.28	0.35	-17
CSc1nc2nc(-c3ccccc3)cc(=O)n2[nH]1	1	0.86	-3
CCOC(=O)c1cc(-c2ccc(Cl)cc2)nc2c1c(=O)[nH]c(=O)n2CCOC	nt	nt	11
O=C(NCCc1ccccc1)c1ccc2nc(-c3ccco3)c(-c3ccco3)nc2c1	0.77	0.86	-21
CC(=O)N1CCCc2cc(S(=O)(=O)CCC(=O)N3CCN(c4cccc(C)c4)C(C)C3)ccc21 (stereo unspecified)	0.54	0.39	nt
COC(=O)c1cn(CC(=O)Nc2ccc(F)cc2)c2ccccc12	nt	nt	-31
CCOc1cccc(C2C(C(=O)c3ccc(C)o3)=C(O)C(=O)N2c2nccs2)c1 (stereo unspecified)	0.39	-0.13	nt
O=C(Cc1ccc(-c2ccccc2)cc1)N1CCOCC1	-0.9	-0.88	-28
CCOc1ccc(S(=O)(=O)NCc2cccs2)cc1	0.73	0.23	13
C=CCOC(=O)Nc1ccc(Cl)cc1NC(=O)OCC=C	0.17	-0.17	nt
Cc1nnc2sc(SCc3ccccc3)nn2c1=O	0.27	0.38	nt
Cc1[nH]nc2ncc(C(=O)c3cc(Cl)cc(Cl)c3O)cc12	-1.3	-1.2	38
CCN=C1SC(C(=O)NCCc2ccccc2)CC(=O)N1CC (stereo unspecified)	0.71	0.57	36
Cc1ccc(NC(=O)c2c([N+](=O)[O-])c(C(C)(C)C)nn2C)c(C)c1	0.21	0.7	5
O=C(Nc1ccc(S(=O)(=O)N2CCCCC2c2cccnc2)cc1)c1c(F)cccc1F (stereo unspecified)	nt	nt	0
Cc1cc(NC(=O)CN2CCN(c3ccc(O)cc3)CC2)no1	0.33	0.29	3
Cn1c(Oc2ccc(F)cc2)c(C=O)c2ccccc21	nt	nt	-22
CCCCN(C)C(=S)Nc1ccc(Oc2ccccc2)cc1	-0.85	-1.3	nt
CCOc1ccccc1N(CC)C(=O)Cn1ncc2c(=O)oc3ccccc3c21	-2	-1.5	nt
SMILES	SDO1 yeast rescue	SDO1 yeast rescue Rescue 24 h	Insulin prom inh
Cc1cc2occ(CC(=O)NC3=NCCS3)c2cc1C(C)C	-1.3	-1.1	nt
CCC(C(=O)NC(C)(C)C)N(C(=O)Cn1nnc(-c2ccccc2F)n1)c1cccc2c1CCCC2 (stereo unspecified)	-1.5	-0.27	39
COc1ccc(-c2cc(C(F)(F)F)nc(SCC(=O)Nc3cc(C)on3)n2)cc1	1.5	5.6	56
CCOC(=O)NC(NCc1ccccc1Cl)(C(F)(F)F)C(F)(F)F	0.48	1.2	-18
CC1(C)CC(=NOC(=O)c2ccccc2)CC(C)(C)N1O	-0.05	0.35	24
O=C(NCCCn1ccnc1)C(=O)NCC1OCCN1S(=O)(=O)c1ccc(F)cc1 (stereo unspecified)	1.3	0.64	32
O=C(Nc1cccc(NC(=O)c2ccc(-c3ccc(Br)cc3)o2)c1)c1ccccc1	-1.6	-0.03	43
C/C(=N\NC(=O)CCCNc1ccc(C)cc1)c1ccccn1	-1.1	-0.58	64*
O=C(NCCSc1ccccc1)c1cccnc1	1.3	0.19	0
O=C(c1cccc(F)c1)N1CCN(S(=O)(=O)c2ccccc2)CC1	0.22	0.2	nt
O=C(CCN1CCCCC1)Nn1c(=S)[nH]c2ccccc2c1=O	0.31&-0.17	-0.98&-1.3	nt
CCOc1ccccc1N(CC(=O)NC1CCCCC1)S(C)(=O)=O	0.2	0.02	nt
O=C1C2C3C=CC(C3=C(c3ccccc3)c3ccccc3)C2C(=O)N1CCO (stereo unspecified)	-0.42	-0.56	-24
O=C(OCC(=O)N1CCN(c2ccccc2)CC1)c1ccc2ccccc2n1	-0.14	-0.02	-35
CC(=O)Nc1ccc(N2C(=O)C3C4CC(=O)C(c5ccccc54)C3C2=O)cc1 (stereo unspecified)	0.76	0.27	-13
Cc1cc2nc(-c3ccc(SCC(=O)N4CCN(C(=O)c5ccco5)CC4)nc3)[nH]c2cc1C	-0.21	-0.2	13
O=C(C1CCCN1S(=O)(=O)c1cccc2cccnc12)N1CCn2c1nc1ccccc12 (stereo unspecified)	0.83	0.26	nt
COc1ccc(CNC(=O)COC(=O)c2ccc(OCc3c(C)noc3C)cc2)cc1OC	1	0.64	nt
O=C(Nc1nccs1)c1cc2sccc2n1Cc1ccc(F)cc1	-1.9	-0.66	40
Cn1c(=NC(=O)c2ccccc2[N+](=O)[O-])sc2cc(S(C)(=O)=O)ccc21	0.1	-0.33	4
Cc1ccc(Nc2cc(=O)oc3ccccc23)c(C)c1	-0.78	0.44	22
Cc1ccc(NC(=O)COC(=O)C2COc3ccccc3O2)cc1S(=O)(=O)N1CCOCC1 (stereo unspecified)	-0.57	-0.48	-13
NNC(=O)COc1ccc(F)cc1	2	2	nt
Cc1ccc(CSc2nnc(-c3ccncc3)o2)c(C)c1	nt	nt	-4
Cc1cccc(Oc2cc([N+](=O)[O-])cc3c2C(=O)Nc2ccccc2O3)c1	-0.52	-0.2	-93
SMILES	SDO1 yeast rescue	SDO1 yeast rescue Rescue 24 h	Insulin prom inh
COc1ccc2c(CC(=O)Nc3cccc(S(=O)(=O)N4CCOCC4)c3)coc2c1	0.53	0.33	nt
CC(C)NC(=O)c1sc2nc3c(c(-c4cccs4)c2c1N)CN(C)CC3	-0.35	-0.2	-1
O=C(NCc1ccco1)c1cc2nc(C3CC3)cc(C(F)(F)F)n2n1	-0.75	-0.62	-24
COc1cc(OC)cc(C(=O)Nc2nnc(-c3cccnc3)o2)c1	nt	nt	33
CCN1C(=O)N(CC)C2C1N(C(C)=O)C(=O)N2C(C)=O (stereo unspecified)	0.94	0.58	-73
Cc1cc(C(F)(F)F)nn1CC(=O)NCc1ccccc1	0.23	-0.46	4
CN(C)S(=O)(=O)c1ccc(C(=O)NCCOc2ccc(F)cc2)cc1	-0.22	-0.88	7
NC(=O)c1ccc(N2CCN(c3ccccc3O)CC2)c([N+](=O)[O-])c1	nt	nt	20
Cc1ccc(NC(=O)c2ccc(OC(=S)N3CCOCC3)cc2)cc1	-1.5	-0.76	nt
COC(=O)CNC(c1ccccc1)c1cc(Cl)ccc1NC(=O)c1cccc(Cl)c1 (stereo unspecified)	-0.89	-0.22	nt

With a hit mark in Insulin prom inh, among the entries above:
SMILES	SDO1 yeast rescue	SDO1 yeast rescue Rescue 24 h	Insulin prom inh
Cc1cc(C)c(OCC(=O)Nc2ccc(NC(=O)c3ccco3)cc2)c([N+](=O)[O-])c1	-0.04	1.3	64*
C/C(=N\NC(=O)CCCNc1ccc(C)cc1)c1ccccn1	-1.1	-0.58	64*

Rows are unselected; 0.99% or so of the library scored in one or more.
